# Assay outcomes deposited in PubChem by National Center for Advancing Translational Sciences (NCATS).
# HTT aggregate: reduces HttQ103-GFP aggregates in PC12 cells | PC12 HttQ103-GFP aggregates, Acumen cytometry, 40 h | Potency, µM (highest dose often 46.1 µM), without a hit: at the highest dose activity change, negative = inhibition, most hits filed as inhibitors | 220,000 compounds, 1.1% hits; also: % is scaled to controls: 0 for no effect and ±100 for the full control effect; nearly all actives have a fitted effect of over 60% in size
#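 PC12 cells stably carrying ecdysone-inducible HTT exon 1 Q103–GFP were induced with tebufenozide (100 nM final) and treated with library compounds in titration. GFP aggregates in lysates were counted by laser scanning cytometry.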
# GoLoco inh red: inhibitors of human Gai1-RGS12 GoLoco interaction (red fluorophore); P63096; Gai1:RGS12 GoLoco peptide FP, rhodamine, 10 min; Potency, µM (doses to about 61.6 µM), for the others: at the top dose activity, negative = inhibition, most hits filed as inhibitors; 230,000 compounds, 0.44% hits; AID 880; active = well fitted inhibition curve with a large enough effect, not every such curve was filed as active; inactive = no such curve, though single readings can be large or run the other way; also: % is scaled to controls: 0 for no effect and ±100 for the full control effect; nearly all actives have a fitted effect of over 30% in size; many of its hits are not listed in these tables
# Target sequence (P63096 whole entry, looked up): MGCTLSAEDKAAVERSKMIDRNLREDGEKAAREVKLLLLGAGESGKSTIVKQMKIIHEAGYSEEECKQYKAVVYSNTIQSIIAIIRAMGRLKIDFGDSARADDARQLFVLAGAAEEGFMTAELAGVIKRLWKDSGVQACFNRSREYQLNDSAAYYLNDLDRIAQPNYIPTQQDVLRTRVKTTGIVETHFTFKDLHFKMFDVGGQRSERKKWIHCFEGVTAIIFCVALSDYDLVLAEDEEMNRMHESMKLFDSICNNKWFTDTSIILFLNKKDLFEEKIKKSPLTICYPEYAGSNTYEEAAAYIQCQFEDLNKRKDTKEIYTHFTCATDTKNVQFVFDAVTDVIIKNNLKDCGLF
# GAA inh: blocks human lysosomal alpha-glucosidase | P10253 | purified human GAA, 4-MU-alpha-glucoside fluorescence | Potency, µM (titrated, usually from 76.9 µM), for inactives: at the highest dose activity change, negative = inhibition, hits mostly inhibitors | 200,000 compounds, 0.005% hits | AID 1466;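 also: plate controls were uninhibited enzyme wells for no effect and no-enzyme background for full effect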
#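 Fluorescence at Ex 365/Em 440 nm from 4-methylumbelliferone reported enzyme activity after 20 min at room temperature. Reactions used 4 nM enzyme and 400 uM substrate at pH 5.0; curves fitted with the Hill equation.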
# GAA spleen mod: lysosomal alpha-glucosidase (human) modulation; P10253; human spleen homogenate, 4-MU-alpha-glucoside fluorescence; Potency, µM (doses to about 79.9 µM), without a hit: top-dose activity change, negative = inhibition, actives largely listed as inhibitors; 240,000 compounds, 0.006% hits;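 also: 0% = enzyme with vehicle and -100% = no enzyme basal signal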
#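 Compounds were titrated against alpha-glucosidase in spleen homogenate at pH 5.0, with 1 mM 4-methylumbelliferyl substrate for 40 min at 37 C. Reactions were quenched with pH 10 NaOH/glycine and fluorescence measured.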
# GAA glycogen mod: alters human alpha-glucosidase cleavage of glycogen | AID 2100 | Potency, µM (titrated, usually from 76.4 µM), for inactives: at the top dose activity change, negative = inhibition, actives largely listed as inhibitors | recombinant GAA, glycogen substrate, Amplex Red glucose oxidase fluorescence | 300,000 compounds, 0.38% hits;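 also: 0% = full enzyme reaction and -100% = no-enzyme basal signal; the screen sought inhibitors and activators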
#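 qHTS, 1536-well; enzyme 4 nM final; cpd up to 77 uM; substrate bovine liver glycogen 30 ug; 50 mM citrate/phosphate pH 5.0, 0.01% Tween-20; 37 C, 40 min; Amplex Red detection 45 min RT; Hill fit → AC50.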
# HTT ATP protect: cytoprotection in Huntington HTT-Q103 PC12 cell model; PC12 HTT-Q103 induced, cytoprotection, ATP luminescence, 40 h; Potency, µM (top dose mostly 56.4 µM), inactives show cytoprotection (ATP increase), usual class: activators; 230,000 compounds, 0.14% hits; AID 1471;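 also: % of control where 0% means no effect; nearly all actives have a fitted effect of over 45% in size; toxic huntingtin expression switched on by the ecdysone agonist tebufenozide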
#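 Quantitative HTS on tebufenozide-induced (100 nM) PC12 cells expressing HTTQ103 exon 1–GFP; compounds tested as a concentration series; survival measured via cellular ATP.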
# IMPase Li inh: IMPase inhibition in cells with lithium potentiation; AID 1457; CHO-M1 cells, IP1 TR-FRET (IP-One), carbachol + lithium; Potency, µM (doses to about 59.4 µM), for the others: top-dose activity, negative = IMPase inhibition, usual class: inhibitors; 210,000 compounds, 0.35% hits;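 also: IP1 builds up when IMPase is blocked and the TR-FRET signal falls; plate controls were basal vehicle for no effect and high inhibitor control for full effect; nearly all actives have a fitted effect of over 50% in size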
#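 Readout is a homogeneous TR-FRET IP1 immunoassay (Ex 320, Em 665 and 620), where raised cytosolic IP1 lowers signal. Cells were CHO-M1 treated 30 min at 37C with test compounds plus a little lithium; AC50 values came from Hill-equation fitting.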
# Active calls of the source: *; ? = inconclusive; . = not tested or not shown; & = joins results of further samples; [ ] = dose if it differs, or a comment. Unless noted, calls follow the shape of the dose curve; as a rule, active = well fitted curve in the direction sought with a large enough effect; inconclusive = small, poorly fitted or top-dose-only effect, or another doubt; inactive = no such curve, though single readings can be large; an effect the other way counts as inactive or inconclusive. Potency is read from the fitted curve at half-maximal effect. Some of the compounds tested. The share of hits here may be higher or lower than overall.
canonical_smiles | HTT aggregate | GoLoco inh red | GAA inh | GAA spleen mod | GAA glycogen mod | HTT ATP protect | IMPase Li inh
Cc1ccc(-n2ncc3c(=O)n(CC(=O)NCC4CCCO4)cnc32)cc1 (centres undefined) | 10.2% | 4.1% | -9.6% | 8.2% | -18.6% | -1.5% | -6.5%[38.3 µM]
CC(=O)NCC(=O)OCC(=O)c1ccc(Br)cc1 | 3.1% | 118.1%[activator] | 1.7% | 2.6% | -7.9% | . | -8.6%
Cc1ccc(C(=O)CSc2nc(-c3ccccc3)cc(=O)[nH]2)cc1 | -10.6%[9.22 µM] | 13.9% | ? | 6.8% | -2.0% | -9.4%[10 µM] | -1.9%
C=CCn1c(SCC(=O)NCc2ccco2)nc2sc3c(c2c1=O)CCC3 | -8.3% | -1.1% | -1.4% | -3.2% | -6.4% | -3.4% | 0.4%[38.3 µM]
CCN(CC)Cc1cc(CC(C(N)=O)C(N)=O)ccc1OC | 15.4% | -3.6% | -3.8% | -4.2% | -0.1% | -27.9% | -12.2%[38.3 µM]
COc1ccc(OC(=O)c2ccc3nsnc3c2)cc1 | 10.6%[9.22 µM] | -1.6% | 2.8% | 1.0% | -3.5% | 9.1% | -15.8%[38.3 µM]
COC(=O)c1ccc(NC(=O)c2sc3nc(-c4ccccc4)cn3c2C)cc1 | -3.7% | 6.7% | -0.9% | -4.8% | 1.3% | -31.6% | 24.4%[38.3 µM]
CCOCC(=O)Nc1nc2ccc(C)cc2s1 | -17.5% | 8.8% | -7.4% | -2.1% | -5.2% | -23.4%[10 µM] | 4.5%
Cc1cc(C(=O)COC(=O)c2ccc3c(c2)OCO3)c(C)n1CC1CCCO1 (centres undefined) | -5.9% | 3.1% | -3.7% | -12.4% | -4.8% | -18.6% | 14.4%
Cc1cc(C)n(-c2cc(-n3nc(C)cc3C)ncn2)n1 | -14.2% | 1.1% | -13.1% | -10.6% | -8.3% | -4.7%[10 µM] | -8.0%[38.3 µM]
CCOC(=O)COc1cc(N)c(Cl)cc1Cl | 12.2% | 7.8% | -4.3% | 0.1% | 1.2% | -47.0%[inhibitor] | -1.1%
COc1cccc(C2N(c3ccccc3)CCN2c2ccccc2)c1OC | . | 9.7% | 2.6% | 3.6% | -14.9% | . | 18.5%

# (next part)
canonical_smiles | HTT aggregate | GoLoco inh red | GAA inh | GAA spleen mod | GAA glycogen mod | HTT ATP protect | IMPase Li inh
CCc1nn(CC(=O)NCCN2CCN(C)CC2)c(=O)c2cc3occc3n12 | -3.7% | 9.6% | -5.8% | -1.8% | 2.2% | -3.0% | 2.4%[38.3 µM]
CCCCn1c(SCC(=O)Nc2cc(C(F)(F)F)cc(C(F)(F)F)c2)nnc1C(CC)N(C)C (centres undefined) | -9.9% | 6.2% | ? | -13.0% | -2.6% | 1.7%[1.9 µM] | 2.5%
CCC(=O)Nc1ccc(N2CCN(C(=O)c3ccccc3C)CC2)cc1 | 10.9% | 3.0% | 1.7% | -7.9% | -12.0% | -4.1% | 31.6%[38.3 µM]
COCCN(Cc1cc2cccc(C)c2[nH]c1=O)C(=O)c1ccccc1 | -1.0% | 11.4% | 2.9% | -6.5% | 1.4% | 11.7%[10 µM] | 16.6%[38.3 µM]
O=C(Nc1ccc(C(F)(F)F)cc1)C1(c2ccccc2)CC1 | -6.9% | -23.8% | -8.3% | 6.2% | -1.0% | -13.7%[10 µM] | 7.2%
CCc1ccccc1NC(=O)N1C2CCCC1CC(NC(=O)C(C)(C)C)C2 (centres undefined) | -9.3% | -5.3% | -1.2% | 3.2% | 1.8% | -4.8%[10 µM] | -5.1%[38.3 µM]
O=C(CCCn1nnc(-c2cccnc2)n1)c1ccc(F)cc1 | -32.4% | -9.0% | -1.4% | -5.9% | 2.2% | -6.7% | -0.2%[38.3 µM]
CN(C)CCNC(=O)c1cc(Br)ccc1Cl | -6.4% | 1.5% | -6.4% | 4.1% | 17.2% | 0.7% | 12.7%[38.3 µM]
O=C(NCc1ccccc1)c1ccc(=O)oc1 | -17.0%[9.22 µM] | 3.4% | . | -2.7% | 3.6% | -2.8%[10 µM] | .
Cc1cc(C)nc(SCC(=O)NN=C2CCCC2)n1 | 0.4% | 3.3% | 4.4% | -0.8% | 2.2% | -44.0%[inhibitor] | 4.8%
CCOC(=O)c1c2c(c(=S)n(-c3ccccc3)c1N)CCC2 | -1.7% | . | -10.4% | 5.7% | -20.2% | -38.6%[inhibitor] | .
Cc1nn(-c2ccccc2)c(C)c1/C=C/C(=O)OCC(=O)NC1CCS(=O)(=O)C1 (centres undefined) | -10.8% | 5.7% | -6.6% | 0.6% | -1.0% | -11.0% | 3.9%

# (further entries)
canonical_smiles | HTT aggregate | GoLoco inh red | GAA inh | GAA spleen mod | GAA glycogen mod | HTT ATP protect | IMPase Li inh
Cc1nc2nc(CSc3nc4ccccc4s3)cc(=O)n2[nH]1 | 7.8% | 14.4% | 7.3% | -3.2% | 2.7% | -15.9%[0.074 µM] | 13.9%[38.3 µM]
Cc1cc(C)nc(NC(=O)Nc2ccccc2C(F)(F)F)n1 | 3.8% | 11.3% | -4.5% | -8.9% | 3.2% | -28.3%[0.074 µM] | 5.8%[38.3 µM]
Cc1cc2c(N=NC(=O)CCc3ccccc3)c(O)[nH]c2cc1Br | 16.1% | -4.5% | 3.8% | -0.4% | 0.0% | 0.7%[10 µM] | 10.7%
Cc1oc(-c2ccccc2Cl)nc1Cn1cccc1C1=NC(c2ccccc2)CO1 (centres undefined) | -25.9% | 17.9% | -2.3% | -2.4% | -1.0% | -19.5% | -18.7%[38.3 µM]
Cn1c(SCc2ccccc2)nc(C(F)(F)F)cc1=O | -13.1% | -5.5% | -8.0% | -12.0% | 5.8% | -1.8% | 7.2%
COc1ccc(CCC(=O)Nc2ccc(-c3noc(-c4ccc(OC)c(OC)c4)n3)cc2)cc1 | ? | 6.1% | -6.9% | 0.8% | 9.7% | -33.6% | ?
CCOc1ccc(-n2cc(-c3ccccc3)c3c(N4CCOCC4)ncnc32)cc1 | -6.8%[9.22 µM] | 14.9% | 3.4% | -2.2% | 10.9% | -28.4%[1.9 µM] | 23.1%
Cc1cc(C)c(NC(=O)C[C@H](CC(=O)O)c2cccc3ccccc23)c(C(=O)N2CCC3(CCCC3)CC2)c1 | -8.0% | 5.9% | . | 10.0% | . | -16.1% | 10.8%
COC(=O)c1ccc(NC(=O)c2snnc2-c2ccccc2)cc1 | 33.1% | 4.1% | ? | -5.4% | 11.7% | 3.2% | 10.0%
Cc1cccc(C)c1NC(=O)CCCCCC1NC(=O)NC1C (centres undefined) | 10.3% | 2.3% | 6.6% | 1.2% | 2.5% | -29.7% | -0.3%
Cn1c(=O)c(-c2cccs2)nc2cnc(Oc3ccccc3)nc21 | . | -0.3% | . | 9.1% | . | 13.9% | 2.5%
COc1ccc(C(=O)CSc2ccc3nnc(-c4cccnc4)n3n2)cc1 | 9.1% | -5.4% | -3.2% | -6.1% | 7.0% | -10.4% | -4.0%

# (further entries)
canonical_smiles | HTT aggregate | GoLoco inh red | GAA inh | GAA spleen mod | GAA glycogen mod | HTT ATP protect | IMPase Li inh
O=C(NCCOc1ccccc1F)Nc1ccc(Br)cc1 | -4.4% | 15.9% | ? | . | 4.6% | -17.6% | 15.4%
C/C(N)=C(/C#N)C(=O)CSc1nc2ccc(C)cc2[nH]1 | 1.2% | 9.1% | -3.4% | 3.1% | 6.4% | -43.9%[inhibitor] | 0.8%[38.3 µM]
COc1ccc(-c2cc(-c3ccccc3)nc(-c3ccc4c(c3)NC(=O)CO4)c2)cc1 | -9.2% | 6.3% | -0.7% | 1.9% | 3.6% | -49.1%[inhibitor] | 19.6%[38.3 µM]
Clc1ccc(NCc2nnc3n2CCCCC3)cc1 | 6.1% | 13.9% | -1.0% | -4.3% | 4.2% | -14.2%[0.074 µM] | 5.4%[38.3 µM]
Cc1cnc(NC2=NCCC2)s1 | 15.4% | 14.2% | 2.7% | -15.4% | 19.1% | -26.5%[10 µM] | 4.7%
O=c1[nH]c(=O)c2nc3ccccc3nc2[nH]1 | . | 15.8%&4.6% | . | 3.5%&2.7% | . | -0.8% | 3.4%&-10.6%
CC(=O)c1cc2c(cc1NC(=O)CN1CCCCCCC1)OCO2 | -16.0% | -3.7% | -9.1% | -16.7% | -3.0% | 1.4%[10 µM] | 7.3%
CNC(=O)c1c(NC(=O)c2nc3ccccc3s2)sc2c1CCC2 | -28.5% | 51.8%[activator] | -13.3% | -18.7% | -3.9% | 0.4% | 5.0%[38.3 µM]
Cc1c(-c2cc(C(=O)O)c3ccccc3n2)cnn1C | 16.9% | 3.3% | 5.2% | -8.9% | 12.8% | 4.3%[10 µM] | -5.9%
O=C1C(=O)c2ccccc2C(O)=C1Cc1ccccc1 | . | 7.0%[14.2 µM] | . | . | . | 0.7%[10 µM] | 8.3%
Cc1ccc(-n2c(Cl)c(Cl)[nH]c(=O)c2=O)cc1 | -10.0% | 8.6% | -7.1% | 1.2% | -5.6% | -31.0%[0.074 µM] | 4.0%
COc1cc(CN2CCNC(=O)C2CC(=O)N2CCCO2)cc(OC)c1 (centres undefined) | 2.0%[9.22 µM] | 8.5% | -9.5% | 2.6% | -5.5% | 4.3%[10 µM] | 5.1%

# Next section:
canonical_smiles | HTT aggregate | GoLoco inh red | GAA inh | GAA spleen mod | GAA glycogen mod | HTT ATP protect | IMPase Li inh
O=S(=O)(CCc1nc2ccccc2[nH]1)c1ccc(Br)cc1 | 13.6% | 10.8% | -3.7% | 11.8% | 4.0% | . | 7.8%
Nc1cc(=O)[nH]c(SCc2ccc(Cl)cc2)n1 | 1.4% | -1.1% | -2.1% | -4.0% | 6.9% | -32.5% | 0.2%[38.3 µM]
COc1ccc(-n2c(CNc3ccc(C)cc3)nnc2SCc2ccccc2)cc1 | -1.1% | -0.6% | -3.5% | -2.5% | 0.6% | -42.5%[10 µM] | -15.6%
COc1cc(OC)cc(C(=O)Nc2cc(-c3cn4cccnc4n3)ccc2C)c1 | 0.9% | -8.9% | ? | 14.4% | -4.6% | -24.0% | -6.9%
CC(C)c1ccc(NC(=O)C(c2ccc3c(c2)OCO3)N2CCCCC2)cc1 (centres undefined) | ? | -1.7% | ? | 0.0% | 8.0% | -31.3% | 11.2%[38.3 µM]
COc1cccc(/C=C(\CC(=O)O)c2nc3ccccc3s2)c1 | -24.9% | -2.3% | 1.9% | 4.7% | -15.2% | 2.5% | -3.5%
CCOc1ccc(-n2c(SCC(N)=O)nc3c([nH]c4ccccc43)c2=O)cc1 | 0.6% | -7.6% | -1.5% | 0.3% | 9.5% | -17.2% | -25.8%[38.3 µM]
